bIAP act: bovine intestinal alkaline phosphatase activators, primary screen, biochemical, bovine IAP, CDP-star luminescence | activation factor at 20 µM | alkaline phosphatase, intestinal [Bos taurus] | 200,000 compounds, 0.17% hits | purified bovine IAP, 30 min; stronger effect = higher value; fold of DMSO-control signal, blank-subtracted | AID 1016, 2008;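 active = activation factor of 2 or more at 20 µM, a signal rise over negative controls twice the positive control's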
APP 5UTR inh: inhibitors of APP translation via 5'UTR reporter, primary screen, APP 5'UTR luciferase, SH-SY5Y cells; 190,000 compounds, 0.82% hits; inhibition, % at 2 µM; AID 1285, 2008; SH-SY5Y APP 5'UTR-luciferase reporter, luminescence;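 active = inhibition above a set limit, derived from the sample mean plus 3 SD, cut at about 45% in these data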; note: values of inactives mirror those of a sister screen read the other way
FLuc act counter: FLuc activators, initial screening, artefact control for FLuc-dependent activation tests, biochemical, ATPlite luminescence; 200,000 tested, under 10 active; activation factor at 10 µM; ATPlite luciferase biochemical, 10 min; 0 = ATP-free wells, 1 = DMSO control; AID 1027, 2008; Luciferin 4-monooxygenase (Photinus pyralis), P08659;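 active = luciferase activation factor, scaled between plate controls, of at least 2 with compound at 10 µM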
Target sequence (P08659 whole entry, looked up): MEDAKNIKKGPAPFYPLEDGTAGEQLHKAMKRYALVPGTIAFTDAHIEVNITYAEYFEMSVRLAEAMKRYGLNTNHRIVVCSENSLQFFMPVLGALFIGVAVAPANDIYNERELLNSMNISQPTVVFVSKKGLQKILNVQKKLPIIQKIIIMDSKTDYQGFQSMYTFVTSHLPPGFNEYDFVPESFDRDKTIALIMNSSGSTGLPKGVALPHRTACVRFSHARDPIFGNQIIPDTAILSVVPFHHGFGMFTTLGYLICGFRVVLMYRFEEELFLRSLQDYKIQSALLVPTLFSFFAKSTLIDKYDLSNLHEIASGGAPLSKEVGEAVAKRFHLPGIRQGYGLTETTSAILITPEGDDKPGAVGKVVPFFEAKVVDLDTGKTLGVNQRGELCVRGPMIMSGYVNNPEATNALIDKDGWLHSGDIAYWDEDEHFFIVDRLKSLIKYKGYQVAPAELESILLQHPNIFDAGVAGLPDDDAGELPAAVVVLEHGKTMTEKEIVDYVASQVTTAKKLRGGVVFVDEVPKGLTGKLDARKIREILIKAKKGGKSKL
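Material: luciferase plus luciferin reagent, cell-free. Medium: PBS buffer for ATP. Also added: ATP substrate, dispensed from a 10.24 µM working solution in PBS. Doses: test compounds dosed from 2 mM stocks in 100% DMSO. Incubation: 10 min post-reagent at room temperature. Technique: light output (luminescence). Read-out basis: luminescence gain marking luciferase activators.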
RAM network inh: inhibitors of the yeast RAM network, primary screen, dse1pr::URA3 reporter, 5-FOA selection | S. cerevisiae dse1pr::URA3 reporter, 5-FOA growth OD615, 2 d; analog-sensitive cbk1-as2 kinase mutant strain | inhibition, % at 50 µM | AID 868, 2007 | 190,000 compounds, 1.8% hits;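 active = inhibition above a set limit, 3 SD over mean compound inhibition, cut at about 8.4% in these data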;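 note: 0% = DMSO-only wells with no growth and 100% = 10 µM 1-NA-PP1 full growth; inhibition rescues growth on 5-FOA so higher OD means more RAM inhibition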
bIAP inh: bovine intestinal alkaline phosphatase inhibitors, primary screen, selectivity assay for TNAP inhibitor project, biochemical, bovine IAP, CDP-star luminescence; alkaline phosphatase, intestinal [Bos taurus]; purified bovine IAP, 30 min; inhibition, % at 20 µM; 190,000 tested, under 10 active;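 active = over 50% inhibition of intestinal alkaline phosphatase at 20 µM in the single-dose screen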
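System: purified bovine intestinal alkaline phosphatase (IAP) enzyme; Input: IAP diluted 1/65,000,000 in the well; Measured by: CDP-star luminescence signal; Compound dosing: 20 µM single dose; Incubation: 30 min reaction at room temperature.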
FLuc inh counter: firefly luciferase enzyme inhibitors, primary screen, artefact control for luciferase-based inhibitor screens, biochemical, luminescence, ATPLite | 200,000 compounds, 1.5% hits | 10 min | AID 1006, 2008 | Luciferin 4-monooxygenase (Photinus pyralis), P08659 | inhibition, % at 10 µM;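 active = inhibition above about 50% when tested at 10 µM, limit read from the data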
TNAP act hiacc: TNAP activators at high phosphate acceptor level, primary screen, biochemical, luminescence, uHTS; purified TNAP, CDP-star luminescence, 1 M DEA, 30 min; stronger effect = higher value; 0 = EDTA background, 1 = DMSO-only activity; activation factor at 20 µM; 200,000 tested, under 10 active; AID 1136, 2008;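 active = activation factor at least 2 at 20 µM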
Target sequence (P05186 whole entry, looked up): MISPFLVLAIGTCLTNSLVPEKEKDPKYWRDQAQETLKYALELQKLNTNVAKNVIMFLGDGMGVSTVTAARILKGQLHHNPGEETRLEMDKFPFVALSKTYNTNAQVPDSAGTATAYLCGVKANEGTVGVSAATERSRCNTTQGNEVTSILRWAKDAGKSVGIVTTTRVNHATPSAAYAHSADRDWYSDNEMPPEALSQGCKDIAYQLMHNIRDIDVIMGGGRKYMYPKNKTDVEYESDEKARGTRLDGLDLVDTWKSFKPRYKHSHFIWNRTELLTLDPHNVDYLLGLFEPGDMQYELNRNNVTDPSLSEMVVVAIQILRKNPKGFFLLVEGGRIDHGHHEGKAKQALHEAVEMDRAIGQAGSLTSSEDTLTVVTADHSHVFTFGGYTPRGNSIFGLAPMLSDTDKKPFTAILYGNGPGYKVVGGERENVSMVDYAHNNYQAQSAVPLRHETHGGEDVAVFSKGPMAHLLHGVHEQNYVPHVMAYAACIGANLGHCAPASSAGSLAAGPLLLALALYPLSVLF
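Dosing: 20 µM single point. System: human TNAP. Amount: TNAP 1/800 final. Incubation: 30 min, room temperature. Read-out: TNAP activation factor scaled between EDTA and DMSO control wells. Signal: luminescence from CDP-star hydrolysis. Medium: 1 M DEA, pH 9.8, Mg2+, Zn2+. Control set: EDTA negative control, DMSO positive control.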
TNAP inh hi DEA: human TNAP enzyme inhibitors, primary screen, biochemical, luminescent, high phosphate acceptor level, uHTS. purified TNAP, CDP-star luminescence, 1 M DEA. inhibition, % at 20 µM. 200,000 compounds, 0.03% hits. AID 1135, 2008;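 active = over 50% inhibition of tissue-nonspecific alkaline phosphatase at 20 µM in the single-dose screen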;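 note: plate controls were DMSO wells for no effect and EDTA-quenched wells as full inhibition for full effect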
Lmaj promast: Leishmania major promastigote growth inhibition, primary screen; Leishmania major promastigotes, resazurin fluorescence viability; inhibition, % at 10 µM; 200,000 compounds, 9% hits; AID 1063, 2008; in the data active = inhibition above about 50%;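 note: promastigotes grown with compound for 44 hours at 28 °C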
TNAP inh no acc: human TNAP enzyme inhibitors, primary screen, biochemical, luminescent, no phosphate acceptor, uHTS. purified TNAP, CDP-star luminescence, 30 min. AID 1012, 2008. 200,000 compounds, 0.26% hits. Alkaline phosphatase, tissue-nonspecific isozyme (Homo sapiens), P05186. inhibition, % at 20 µM;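 active = tissue-nonspecific alkaline phosphatase inhibition above about 50% at 20 µM in the single-dose screen, limit read from the data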;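 note: 0% = DMSO negative control and 100% = EDTA positive control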
* hit, by the source's call; x = not tested or not shown.

no.	SMILES	bIAP act	APP 5UTR inh	FLuc act counter	RAM network inh	bIAP inh
1	COC(=O)C(NC(=O)c1ccc(C)cc1)(Nc1cccc(C)n1)C(F)(F)F (stereo not given)	0.9	-20	1	-0.4	8
2	Cc1cc2ncn(S(=O)(=O)N3CCCCC3)c2cc1C	0.8	-5	1	0.3	16
3	COc1ccc(C(C)NC(=O)c2ccoc2C)cc1OC (stereo not given)	0.9	0	1	0.9	7
4	CC1CCC(NC(=O)C2c3ccccc3C(=O)N2CCCN2CCOCC2)CC1 (stereo not given)	1	2	1.1	2.2	0
5	CCN(CC)CCCn1c(=S)[nH]c2ccc(Cl)cc2c1=O	0.8	-7	1.1	0.4	23
6	COc1ccc(-n2nc(C(=O)NCC(=O)NCc3ccco3)c3ccccc3c2=O)cc1	0.9	-10	1.1	1.6	8
7	Cc1[nH]n(-c2ccccc2)c(=O)c1C(c1cccc([N+](=O)[O-])c1O)c1c(C)[nH]n(-c2ccccc2)c1=O	1.1	8	1	5.5	-8
8	c1ccc(CCc2nc(-c3cccnc3)no2)cc1	0.9	-7	1	0.7	6

no.	FLuc inh counter	TNAP act hiacc	TNAP inh hi DEA	Lmaj promast	TNAP inh no acc
1	-4	1	0	9	-4
2	-3	1	1	7	0
3	-4	1	-3	-1	-14
4	-9	1.1	-7	-8	-25
5	-7	1	-1	7	1
6	-6	1	0	3	-8
7	-3	0.9	12	-2	14
8	-1	1	-5	-8	-12

Reprinted from the part before: 3 entries; new compounds follow.
no.	SMILES	bIAP act	APP 5UTR inh	FLuc act counter	RAM network inh	bIAP inh
6	COc1ccc(-n2nc(C(=O)NCC(=O)NCc3ccco3)c3ccccc3c2=O)cc1	0.9	-10	1.1	1.6	8
7	Cc1[nH]n(-c2ccccc2)c(=O)c1C(c1cccc([N+](=O)[O-])c1O)c1c(C)[nH]n(-c2ccccc2)c1=O	1.1	8	1	5.5	-8
8	c1ccc(CCc2nc(-c3cccnc3)no2)cc1	0.9	-7	1	0.7	6
9	O=C(CSc1nnc(-c2ccco2)o1)NC1CCCCCC1	0.9	3	1.1	0.1	8
10	COc1ccccc1Oc1coc2cc(O)ccc2c1=O	0.9	9	1	2.8	10
11	COCCn1c(SCC(N)=O)nnc1-c1c[nH]c2ccccc12	0.9	x	1.1	0.5	5
12	COc1ccccc1/C=C(/C(=O)OCC(=O)Nc1ccccc1C)c1ccccc1	1	-10	1	3.7	-1
13	COC(=O)c1sc(S(=O)(=O)NCC(=O)O)c(C(=O)OC)c1C	1.1	12	1.1	-0.1	-15
14	O=C(NCc1cccc(C(F)(F)F)c1)c1cccc(Cl)c1Cl	0.9	15	1.1	2.7	11
15	O=C1c2ccccc2C(=O)C12OC(c1ccccc1)C1(C(=O)c3ccccc3C1=O)C2c1cccc([N+](=O)[O-])c1 (stereo not given)	0.8	14	1	6.0	22
16	Cc1ccccc1C(=NC(=O)c1ccccc1)c1ccccc1	0.8	-3	1.1	4.3	16

no.	FLuc inh counter	TNAP act hiacc	TNAP inh hi DEA	Lmaj promast	TNAP inh no acc
6	-6	1	0	3	-8
7	-3	0.9	12	-2	14
8	-1	1	-5	-8	-12
9	-6	1.1	-8	-4	-11
10	-5	1	-3	-4	-9
11	-10	1	-5	-2	-17
12	0	0.9	5	-4	-9
13	-6	1	-3	-6	2
14	-6	1	-3	-6	-17
15	-3	1	3	-4	-2
16	-7	1	0	5	-7

Later entries
no.	SMILES	bIAP act	APP 5UTR inh	FLuc act counter	RAM network inh	bIAP inh
17	COC(=O)c1[nH]c2cc(OC)ccc2c1NC(=O)CN1CCC(C(N)=O)(N2CCCCC2)CC1	1	-4	1	1.1	3
18	CCn1ccnc1CN(C)Cc1nc(-c2ccc3c(c2)OCO3)no1	1.2	-14	1	1.6	-17
19	CN(c1ccc(OCC(=O)N2CCOCC2)cc1)S(=O)(=O)c1ccc(F)cc1	1	-7	1	0.1	0
20	COC(=O)CNC(=O)c1c(-c2c(Cl)cccc2Cl)noc1C	0.9	-3	1	3.8	8
21	Cc1ccc(SCCC(=O)Nc2ccccc2C(=O)NC(C)C)cc1	1	-2	1.1	1.6	-2
22	CC1CCc2cc(F)cc3c(O)c(C(=O)NCC4CCCO4)c(=O)n1c23 (stereo not given)	1.1	20	1	11*	-6
23	CCCNC(=O)Cc1ncn[nH]1	0.9	-2	1	0.9	7
24	CCN(C1CCCCC1)S(=O)(=O)c1ccc(S(=O)(=O)N2CCN(CCC#N)CC2)cc1	0.9	-2	1	0.3	7

no.	FLuc inh counter	TNAP act hiacc	TNAP inh hi DEA	Lmaj promast	TNAP inh no acc
17	-2	1.1	-6	0	-8
18	5	1	-1	2	0
19	-5	1	-2	-5	-2
20	0	1	-3	-4	-11
21	-7	1	1	0	-4
22	0	1	-2	-5	-2
23	-4	1	-3	-2	-6
24	-2	1	1	11	-8

Continued.
no.	SMILES	bIAP act	APP 5UTR inh	FLuc act counter	RAM network inh	bIAP inh
25	COc1ccc(C(=O)c2ccc(CC#N)s2)cc1	0.8	-10	0.9	2.7	20
26	Cc1cccc(C(C(N)=O)c2ncc(C(F)(F)F)cc2Cl)c1 (stereo not given)	0.9	-11	1	-0.2	6
27	COC(=O)c1cn(NC(=O)c2ccncc2)c(=O)c2ccccc12	0.9	8	1	3.3	9
28	Cc1cccc(NC(=O)c2ccc(NCCc3ccccc3)c([N+](=O)[O-])c2)c1	0.6	-2	1	3.9	36
29	O=C(C/C=N\OCc1c(Cl)cccc1Cl)Oc1ccc(Cl)cc1Cl	0.9	-15	1	0.4	11
30	CC1=C(C(=O)OCC2CCCO2)C(c2cccc(O)c2)NC(=O)N1 (stereo not given)	1.1	-18	1.1	4.3	-12
31	CCOC(=O)c1cnc(Nc2nc3ccccc3o2)nc1CSC(=S)N(CC)CC	0.9	41	1	0.4	10
32	CC(=O)NCCn1c(SCc2cccc([N+](=O)[O-])c2)nc2ccccc2c1=O	0.9	-9	1.1	12*	15

no.	FLuc inh counter	TNAP act hiacc	TNAP inh hi DEA	Lmaj promast	TNAP inh no acc
25	6	1	-1	-4	-9
26	-4	1.1	-6	-6	-13
27	-3	1	-2	-9	-6
28	-5	0.9	12	-3	3
29	-2	1	-3	-5	-14
30	-8	1.1	-6	-8	8
31	-2	1	-4	100*	-46
32	-7	1	-3	-2	-3

Continued.
no.	SMILES	bIAP act	APP 5UTR inh	FLuc act counter	RAM network inh	bIAP inh
33	COCCNC(=O)CCCn1c(=O)c2ccccc2n(Cc2cccc([N+](=O)[O-])c2)c1=O	1	-8	1	-0.4	2
34	CC1(C)C(=O)C2(CCCCC2)C(=O)OC1c1cccc([N+](=O)[O-])c1 (stereo not given)	0.5	-8	1.1	1.8	48
35	Cc1ccc(Nc2nc(-c3ccc(O)cc3O)cs2)nc1	1	-151	0.6	-1.8	3
36	CCOC(=O)c1c(NC(=O)CSc2c[nH]c3ccccc23)sc2c1CCC2	0.9	14	1.1	3.6	11
37	COc1cccc(-n2nc(C#N)c(Cl)cc2=O)c1	1	91*	1.1	-1.5	0
38	CCc1cccc(CC)c1NC(=O)NC1CCCCC1	1.6	-1	1	3.0	-60
39	O=C(Cn1nc(C(=O)O)c2ccccc2c1=O)NC12CC3CC(CC(C3)C1)C2	0.8	-16	1.1	1.9	16
40	COc1ccc(C2CC(=O)N(CCCN(C)CCc3ccc(OC)c(OC)c3)C2)cc1 (stereo not given)	1.1	5	1	-0.1	-5

no.	FLuc inh counter	TNAP act hiacc	TNAP inh hi DEA	Lmaj promast	TNAP inh no acc
33	1	1	-5	5	-10
34	-6	1.1	-5	-6	-6
35	36	1.1	-6	25	-136
36	-14	1.1	-6	1	-9
37	-6	1.1	-6	100*	-12
38	-5	1	0	3	-11
39	-8	1.1	-9	-4	-12
40	4	1	-1	3	-10

New compounds follow
no.	SMILES	bIAP act	APP 5UTR inh	FLuc act counter	RAM network inh	bIAP inh
41	O=C(CCC(=O)N1CCc2ccccc21)Nc1ccccc1	0.8	-3	1.1	5.0	16
42	COc1ccc(N2CCN(c3ncnc4c3nnn4Cc3ccccc3Cl)CC2)cc1	1.1	8	1	4.2	-5
43	CCC(C)NC(=O)CSc1nnc(-c2ccoc2C)n1CC1CCCO1 (stereo not given)	1	-16	1	0.1	2
44	O=C(c1ccc(F)cc1)N1CCCC(c2ccccc2)C1 (stereo not given)	1	4	1.1	-0.1	3
45	Cc1ccc(C)c(C(=O)COC(=O)c2cc(Cl)nc3ccccc23)c1	0.9	-4	0.9	9.6*	7
46	BrC(/C=C\c1ccccc1)=N/Nc1nc(N2CCOCC2)nc(N2CCOCC2)n1	1.1	27	1	-1.6	-5
47	c1ccc(-c2nn3c(Cn4nnc5ccccc54)nnc3s2)cc1	0.8	2	1	5.2	17
48	O=C(Nc1ccc(Cl)cc1)/C(=C/c1cccc(O)c1)c1nc2ccccc2s1	0.5	30	1	8.5*	47

no.	FLuc inh counter	TNAP act hiacc	TNAP inh hi DEA	Lmaj promast	TNAP inh no acc
41	-7	1	0	-4	-8
42	-3	1	-3	-1	-8
43	-3	1	-4	-5	-7
44	-6	1.1	-7	-8	-13
45	10	1	-1	-7	-18
46	-3	1	0	14	0
47	-5	1	2	-8	-8
48	-1	1	3	100*	-7

Following part.
no.	SMILES	bIAP act	APP 5UTR inh	FLuc act counter	RAM network inh	bIAP inh
49	Cc1csc(Sc2ccc([N+](=O)[O-])cc2C(=O)OCC(=O)NC2CCCC(C)C2C)n1 (stereo not given)	0.9	5	1.1	0.0	8
50	CN(C)C(=O)CC12CC3CC(C1)CC(CC(=O)N(C)C)(C3)C2	1.1	0	1	1.9	-14
51	Cc1cc(NCCO)nc(-n2nc(C)cc2C)n1	1	2	1	-0.8	3
52	CC(=O)c1cccc(NC(=O)CSc2nc(N3CCCCC3)nc(N3CCCCC3)n2)c1	1	-10	1.1	3.8	-1
53	FC(F)(F)c1nnc(-c2ccccc2)nc1N1CCOCC1	0.9	6	1.1	0.9	11
54	O=C(N/N=C/c1cccc2ccccc12)c1n[nH]c2c1CCCC2	0.7	74*	1	7.9	27
55	CN(C)/C=C/c1onc(-c2c(Cl)cccc2Cl)c1C#N	1.1	-2	1	4.0	-12

no.	FLuc inh counter	TNAP act hiacc	TNAP inh hi DEA	Lmaj promast	TNAP inh no acc
49	-10	1	-4	0	5
50	-4	1	-1	-1	0
51	-4	1	-4	-5	-7
52	-6	1.1	-6	-3	-2
53	-6	1	-1	-2	-7
54	2	1	-2	-1	-43
55	-4	1	-1	-10	-4
